TMEM16A act: TMEM16A chloride channel activators or potentiators, primary screen, cell-based, HTS; Anoctamin-1 (Mus musculus), Q8BHY3; HEK293 TMEM16A/YFP-H148Q/I152L, iodide quench fluorescence; hits give low values; B-score at 10 µM; 0.3% of 340,000 active;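 active = fluorescence-ratio B-score plate-corrected deviation score at least 3 library SD below zero, with starting fluorescence score within 5 deviations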;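 note: channel opened by trigger with iodide after compound preincubation; score built on the fluorescence ratio of max minus min over baseline; more negative score means more quench and so TMEM16A activation or potentiation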
RGS4 pot: RGS4 potentiators or activators, primary screen, cell-based, HEK293 M3R inducible RGS4, calcium flux. carbachol calcium flux Fluo4; hits give low values. B-score at 10 µM. 0.92% of 310,000 active;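 active = B-score of the integrated calcium signal more than 4 SD below the library mean, with starting fluorescence not abnormally high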;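 note: negative B-score means reduced calcium response which marks RGS4 activation or potentiation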
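Material: M3R-expressing HEK293 line, RGS4 induced by doxycycline | Schedule: Overnight RGS4 induction, 30 min dye load 37 °C, 20 min compound RT | Measured by: Fluo4 fluorescence kinetic imaging of calcium | Read-out: Integrated calcium ratio converted to B score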
MrgX1 ag: agonists of human MrgX1 receptor, primary screen, HEK293 cells, Fluo-4 calcium flux. Fluo-4 calcium fluorescence, agonist mode; hits give high values. Mas-related G-protein coupled receptor member X1 (Homo sapiens), Q96LB2. B-score at 10 µM. 0.44% of 310,000 active. AID 588627, 2011;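 active = calcium response B-score plate-corrected fluorescence ratio at least 3 library SD, with starting fluorescence B-score inside 5 SD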
Target sequence (Q96LB2 whole entry, looked up): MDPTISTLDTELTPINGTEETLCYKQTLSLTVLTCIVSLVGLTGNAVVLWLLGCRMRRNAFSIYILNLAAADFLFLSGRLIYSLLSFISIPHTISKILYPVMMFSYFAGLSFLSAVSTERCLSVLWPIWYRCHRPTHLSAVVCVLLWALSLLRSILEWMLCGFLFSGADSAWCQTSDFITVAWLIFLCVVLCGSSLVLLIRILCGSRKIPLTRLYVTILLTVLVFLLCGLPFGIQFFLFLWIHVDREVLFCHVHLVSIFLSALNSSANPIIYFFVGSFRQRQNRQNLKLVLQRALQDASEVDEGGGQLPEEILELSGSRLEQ
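Test system: HEK293 cells stably expressing human MrgX1 receptor; amount: 15,000 cells per well; doses: compound delivered in addition one of three; times: overnight plating before 1 h dye loading; detection: Fluo-4 NW calcium-flux fluorescence, kinetic read; read-out basis: B-scored fluorescence response ratio; controls: positive and negative controls per plate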
KCNQ1 block: inhibitors of human KCNQ1 channel, primary screen, cell-based, thallium flux, high-throughput | CHO-K1 KCNQ1, FluxOR thallium flux fluorescence; hits give high values | AID 2642, 2010 | 1.3% of 310,000 active | Potassium voltage-gated channel subfamily KQT member 1 (Homo sapiens), P51787 | B-score at 10 µM;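 active = compounds whose thallium flux B-score, printed positive for inhibition, exceeds three library SD while starting fluorescence stays within three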;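 note: channel opened by potassium depolarization with thallium stimulus after 20 min compound exposure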
KCNQ1 pot: potentiators or activators of KCNQ1 channel, primary screen, cell-based, thallium flux, high-throughput | Potassium voltage-gated channel subfamily KQT member 1 (Homo sapiens), P51787 | CHO-K1 KCNQ1, thallium flux FluxOR fluorescence; hits give high values | B-score at 10 µM | 0.35% of 310,000 active;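 active = fluorescence ratio B-score, a plate-corrected score, at least three library SD, with initial intensity B-score within 5 SD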
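Test system: CHO-K1 cells stably expressing KCNQ1 / Medium: assay buffer / Also added: depolarizing K+/Tl+ stimulus, K2SO4 and Tl2SO4 each 12.5 mM in 5x stock / Incubation: 90 min dye loading and 20 min compound exposure, both at room temperature / Signal: thallium influx via FluxOR fluorescence, kinetic imaging / Evaluation: B score of baseline-normalized fluorescence ratio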
MrgX1 allo act: positive allosteric modulators of MrgX1, primary screen, HEK293 cells, Fluo-4 calcium flux; Mas-related G-protein coupled receptor member X1 (Homo sapiens), Q96LB2; 0.63% of 310,000 active; FDSS; hits give high values; AID 588675, 2011; B-score at 10 µM;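 active = plate-corrected calcium response at least 3 library SD above typical, normal starting fluorescence, not activating the receptor alone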;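 note: compound read alongside a low EC10 to EC30 dose of BAM8-22 agonist; peak minus trough fluorescence over baseline measured at the second addition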
RGS4 block: RGS4 inhibitors, primary screen, cell-based, HEK293 M3R inducible RGS4, calcium flux; Regulator of G-protein signaling 4 (Homo sapiens), P49798; Fluo-4 calcium flux; hits give high values; triggered by carbachol at its EC20; B-score at 10 µM; 0.45% of 310,000 active;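 active = B-score, a plate-corrected calcium signal, over three deviations above library mean, with baseline fluorescence within five deviations of library mean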;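 note: RGS4 expression induced by doxycycline in cells with stable M3 receptor; B-score is computed from the integrated fluorescence ratio over baseline after carbachol; higher B-score means a larger calcium signal and so more RGS4 inhibition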
Target sequence (P49798 whole entry, looked up): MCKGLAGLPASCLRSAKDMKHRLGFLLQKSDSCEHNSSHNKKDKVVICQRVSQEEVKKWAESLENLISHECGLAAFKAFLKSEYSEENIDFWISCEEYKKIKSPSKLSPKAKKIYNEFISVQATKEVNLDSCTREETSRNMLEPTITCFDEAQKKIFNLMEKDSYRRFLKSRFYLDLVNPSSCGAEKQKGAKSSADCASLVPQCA
hERG rescue: hERG rescue from dofetilide block, primary screen, cell-based, CHO-hERG, FluxOR thallium flux, dofetilide IC70; 0.51% of 310,000 active; activation (rescue from dofetilide block), less the hit threshold, % at 10 µM; dofetilide IC70 present; AID 1511, 2009;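 active = activation above the mean of controls blocked by dofetilide plus 5 SD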;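 note: thallium influx through hERG after potassium depolarization seen as dye fluorescence rise; in these data hits start at about 4.7%; inactives centre near -7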
TMEM16A inh: TMEM16A chloride channel inhibitors, primary screen, cell-based, HTS | Anoctamin-1 (Mus musculus), Q8BHY3 | HEK293 TMEM16A/YFP iodide influx fluorescence, ionomycin | normalized B-score (activity score, 25-100; higher = stronger inhibition) at 10 µM | 1.2% of 310,000 active | AID 588511, 2011;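 active = ratio plate-corrected score three or more library SD toward inhibition, starting fluorescence score within five deviations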;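 note: score derived from kinetic fluorescence span divided by baseline fluorescence per well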
KCNK3 inh: human KCNK3 channel inhibitors, primary screen, CHO cells, FluxOR thallium flux, B-score; FluxOR fluorescence; hits give low values; B-score at 10 µM; 0.84% of 340,000 active; Potassium channel subfamily K member 3 (Homo sapiens), O14649; AID 602410, 2012;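 active = B-score under library mean minus 4 SD, starting fluorescence ratio at most library mean plus 5 SD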;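 note: more negative B-score means stronger inhibition of thallium flux through KCNK3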
KCNK9 inh: KCNK9 potassium channel inhibitors, primary screen, HEK293 cells, thallium flux; FluxOR thallium flux fluorescence; hits give low values; AID 488922, 2010; Potassium channel subfamily K member 9 (Homo sapiens), Q9NPC2; B-score at 10 µM; 1.2% of 310,000 active;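 active = ratio B-score over 3 SD below the library mean, with starting fluorescence within 5 SD of its mean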;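 note: negative B-score means less thallium flux so channel inhibition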
Target sequence (Q9NPC2 whole entry, looked up): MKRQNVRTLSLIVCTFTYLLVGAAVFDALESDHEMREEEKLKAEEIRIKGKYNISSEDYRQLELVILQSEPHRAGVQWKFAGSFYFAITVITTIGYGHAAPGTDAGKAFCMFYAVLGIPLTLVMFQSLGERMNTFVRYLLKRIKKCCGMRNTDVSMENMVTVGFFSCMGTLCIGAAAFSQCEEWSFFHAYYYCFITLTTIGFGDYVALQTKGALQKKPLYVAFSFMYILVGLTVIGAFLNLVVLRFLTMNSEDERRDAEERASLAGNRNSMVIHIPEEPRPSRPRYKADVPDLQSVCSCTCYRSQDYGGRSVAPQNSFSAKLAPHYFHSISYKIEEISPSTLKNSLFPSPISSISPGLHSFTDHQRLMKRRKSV
* marks the source's active call; other numbers are inactive results; i = inactive; . = not tested or not shown.

compound,KCNK9 inh,TMEM16A inh,KCNQ1 pot,hERG rescue,KCNK3 inh,TMEM16A act,RGS4 pot,RGS4 block,MrgX1 allo act,MrgX1 ag,KCNQ1 block
NC(=O)c1ccc(OCC(F)(F)F)nc1,i,i,i,-7.3,i,i,i,i,i,i,i
O=C(COc1ccc(Cl)cc1)Nc1ncc([N+](=O)[O-])s1,i,.,i,-5.8,i,i,i,i,.,.,i
O=C(Nc1cccnc1)c1cc2c(s1)-c1ccccc1OC2,i,i,i,-7.8,i,i,i,i,i,i,i
COc1cccc(C2CC(C(F)(F)F)n3ncc(C(=O)NCc4ccco4)c3N2)c1 (configuration not stated),i,i,i,-6.5,i,i,i,i,i,i,i
CCOC(=O)N1CCN(Cc2nc3c(c(=O)n(C)c(=O)n3C)n2CCC(C)C)CC1,i,i,i,-9.4,i,i,i,i,i,i,i
CC(NC(=O)Cc1ccc(Br)cc1)c1ccccc1 (configuration not stated),i,i,i,-1.8,i,i,i,i,i,i,i
CC(=O)NC(Cc1ccc(F)c(F)c1)C(=O)NC1CCN(c2c(Cc3ccccc3)c(C)nc3ncnn23)CC1 (configuration not stated),i,i,i,-6.5,i,i,i,i,i,i,i
CCCCC(=O)Nc1cc([N+](=O)[O-])ccc1F,i,i,i,-13.6,i,i,i,i,i,i,i
CCN(CC)S(=O)(=O)c1ccc(-c2nnc(SCC(=O)Nc3ccc(OC)cc3)o2)cc1,i,i,i,-8.4,i,i,i,i,i,i,i
CC(NC(=O)c1cc(S(=O)(=O)N2CCCC2)cn1C)c1ccccc1 (configuration not stated),i,i,i,-11.8,i,i,i,i,i,i,i
Cc1ccc(NC(=O)C2(c3ccc([N+](=O)[O-])cc3)CCCC2)cc1,i,i,i,-10.5,i,i,i,i,i,i,i
CCCC(=O)Nc1ccccc1NC(=O)c1ccc(OCC)cc1,i,i,i,-7.0,i,i,i,i,i,i,i
O=C(CSCCSCC(=O)c1ccco1)c1ccco1,i,.,i,1.5,.,.,i,i,.,.,i
Cc1cc(NNC(=O)c2cccc(C(F)(F)F)c2)nc2c1c(C)nn2C,i,25*,i,-12.1,i,i,i,i,i,i,i
COc1ccccc1CN1C[C@@H]2C[C@@H](c3ccccc3C)N3CCC[C@@]23C1=O,i,i,i,-7.5,i,i,i,i,i,i,i
Cc1ccc(C)c(NC(=S)NCCN2CCOCC2)c1,i,i,i,-3.4,i,i,i,i,i,i,i
C=CCn1c(SCC(=O)NCc2ccccc2)nnc1-c1ccccc1O,i,i,i,-14.8,i,i,i,i,i,i,i
COc1ccccc1CNS(=O)(=O)c1cc2c3c(c1)C(C)C(=O)N3CCC2 (configuration not stated),i,i,i,-7.9,i,i,i,i,i,i,i
O=c1cc(NCCO)c2ccccc2o1,i,i,i,0.5,i,i,i,i,i,i,i
CC(=O)NC1=NC(=O)/C(=C/c2cn(C(C)=O)nc2-c2ccccc2)S1,i,i,i,-6.3,i,i,i,i,i,i,i
O=c1c2ccccc2nc(-c2ccccc2)n1CCCN1CCOCC1,i,i,i,-14.8,i,i,i,i,i,i,i
COc1cc([N+](=O)[O-])c(C(=O)N2CCOCC2)c([N+](=O)[O-])c1,i,i,i,-8.3,i,i,i,i,i,i,i
CCCCc1ccc(NC(=O)Nc2c(C)n(C)n(-c3ccccc3)c2=O)cc1,i,i,i,-0.6,i,i,i,i,i,i,i
O=C(c1ccc2ccccc2c1)C1CCCN(C(=O)CCn2cnnn2)C1 (configuration not stated),i,i,i,-10.0,i,i,i,i,i,i,i
CCC(=O)N1CCN(c2ccc(NC(=O)c3ccc4c(c3)OCCO4)cc2)CC1,i,i,i,-6.2,i,i,i,i,i,i,i
COC(=O)c1ccc(NC(=O)CS(=O)(=O)Cc2ccccc2)cc1,i,i,i,1.3,i,i,i,i,i,i,i
Cn1c(=O)[nH]c2ncn(C)c2c1=O,i,i,i,-3.2,i,i,i,i,i,i,i
Cc1ccc(Nc2nc(COC(=O)C3CC3)cs2)cc1,i,100*,i,-7.6,i,i,i,i,i,i,i
COC(=O)CSc1nc(Cc2ccccc2)nc2ccccc12,i,i,i,-28.6,-8.72*,i,i,i,i,i,i
C=CCn1c(SCC(=O)NCC2CCCO2)nc2scc(-c3ccco3)c2c1=O (configuration not stated),i,i,i,-18.3,i,i,i,i,i,i,i
COc1ccccc1CNC(=O)COC(=O)Cc1c(F)cccc1Cl,i,i,i,-11.9,i,i,i,i,i,i,i
CN1c2ccccc2N(C)C1c1ccc2c(c1)OCO2,i,i,i,-10.7,i,i,i,i,i,i,i
O=C(CCCC(=O)OCC(F)(F)C(F)F)Nc1ccccc1F,i,i,i,-0.3,i,i,i,i,i,i,i
Oc1ccccc1C(=S)N1CCCCC1,i,i,i,-1.9,i,i,i,i,i,i,i
Cc1nc(NC(=O)CSc2nnc(-c3ccc4c(c3)OCO4)o2)c(Cl)cc1Cl,i,i,i,-6.5,i,i,i,i,i,i,i
COc1ccccc1Oc1nc2c(c(=O)n(Cc3ccccc3F)c(=O)n2C)n1C,i,i,i,-6.2,i,i,i,i,i,i,i
O=[N+]([O-])c1ccccc1-c1nc(-c2ccc(Br)o2)no1,i,i,i,-8.1,i,i,i,i,i,i,i
COc1cccc(/C(C)=N/NC(=O)c2ccc(N(C)C)cc2)c1,i,i,i,-10.8,i,i,i,i,i,i,i
CCN1C(=O)[C@H]2[C@@H](c3ccc(-c4cccc(Cl)c4)cc3)N3CCCC[C@@]3(C(=O)OC)[C@H]2C1=O,i,i,i,-8.7,i,i,i,i,i,i,i
O=C(c1ccccc1)N(Cc1ccc2c(c1)OCO2)Cc1nc2ccccc2c(=O)[nH]1,i,i,i,-5.9,i,i,i,i,i,i,i
CCOC(=O)c1cc(C#N)c(N2CCN(c3ccccn3)CC2)nc1-c1ccccc1,i,i,i,-3.6,-9.41*,i,i,i,i,i,i
CCC(C)(C)n1nnnc1C(c1ccc(OC)c(OC)c1)N1CCN(C(=O)c2ccco2)CC1 (configuration not stated),i,i,i,-2.7,i,i,i,i,i,i,i
CC(CCc1ccccc1)NC(=O)c1ccc(NC(=O)c2ccc(Cl)cc2Cl)cc1 (configuration not stated),i,i,i,-3.7,i,i,i,i,i,i,i
CC(C)(C)c1csc(NC(=O)c2ccc3nccnc3c2)n1,i,i,i,-11.6,i,i,i,i,i,i,i
COc1ccccc1N(CC(=O)NCC1CCCO1)C(=O)CNS(=O)(=O)c1ccc(C)cc1 (configuration not stated),i,i,i,-10.4,i,i,i,i,i,i,i
CCC(C)(C)n1nnnc1C(c1ccncc1)N1CCN(c2cccc(OC)c2)CC1 (configuration not stated),i,i,i,-5.4,i,i,i,i,i,i,i
COc1ccc(C(C)(C)C)cc1NC(=O)COC(=O)c1ncc(Cl)c(Cl)c1Cl,i,i,i,-0.8,i,i,i,i,i,i,i
CCOc1ccc(C2N(c3ccc(F)cc3)C(=O)C3CCCN32)cc1OC (configuration not stated),i,i,i,-6.2,i,i,i,i,i,i,i
CCCCCCC(=O)NN1CCN(C)CC1,i,i,i,-6.7,i,i,i,i,i,i,i
COc1ccc(C(=O)Nc2n[nH]c(-c3ccncc3)n2)cc1,i,i,i,-6.9,i,i,i,i,i,i,i
Cc1ccc(C(=O)N2N=C(c3cccc(NS(C)(=O)=O)c3)CC2c2cccs2)cc1 (configuration not stated),i,i,i,-5.5,i,i,i,i,i,i,i
Cc1c(C(=O)NC2CCCCC2)oc2ccc(F)cc12,i,i,i,-7.8,i,i,i,i,i,i,i
Cc1ccc2nc(SCC(=O)NCc3cccs3)c(C#N)cc2c1,i,i,i,4.4,i,i,i,i,i,i,i
O=C(c1ccc(N2CCCCCC2)c([N+](=O)[O-])c1)N1CCc2ccccc21,-7.37*,i,i,-9.2,.,.,i,i,i,i,i
COC(=O)c1ccc(NS(=O)(=O)c2c(C)[nH]c(C)c2C(=O)N2CCCC2)cc1,i,i,i,-5.1,i,i,i,i,i,i,i
COc1ccc(CN2CCN(C(=O)CC(C)C)CC2)cc1,i,i,i,-1.2,i,i,i,i,i,i,i
Cn1c(N2CCCCC2)nc2c1c(=O)[nH]c(=O)n2C,i,i,i,-16.1,i,i,i,i,i,i,i
COc1ccc2c(c1)/C(=N/N1C(=O)c3ccccc3C1=O)C(=O)N2,i,i,i,-7.0,.,.,i,i,i,i,i
CCOc1cccc(-c2c(C(=O)N/N=C/c3cccs3)nnn2-c2nonc2N)c1,i,i,i,-10.2,i,i,i,5.56*,i,i,i
C=CCSc1nnc(CSc2nc3sc4c(c3c(=O)[nH]2)CCCC4)n1-c1ccccc1,i,.,i,-6.1,i,i,i,i,.,.,i
Cc1ccc(C(=O)NC(=S)Nc2cccnc2Cl)cc1,i,i,i,-9.4,i,i,i,i,i,i,i
NC(=O)C(=O)N/N=C/c1c2ccccc2cc2ccccc12,i,i,i,-6.8,i,i,i,i,i,i,i
Cc1csc2ncnc(N3CCN(C(=S)Nc4ccc(F)cc4F)CC3)c12,i,i,i,-12.5,i,i,i,i,i,i,i

Screening results (PubChem BioAssay)
